Assay outcomes from PubChem.
IL2 activator: activators of IL-2. IL-2 activation reporter assay, cell-based qHTS; stimulated with anti-CD3/CD4/CD28 beads; in transgenic mouse T cells. activation, % (series mostly up to about 46 µM). hit rate 0.065% among 360,000; in the data active = activation above about 50%; inconclusive = mostly about 30% to 49%; also: 0% is about no effect
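Readout is EGFP and DsRed signal by fluorescent plate cytometry after 18 h at 37 degrees C. Transgenic mouse T cells (750/well) received compound for 60 min before bead stimulation (anti-CD3, anti-CD4, anti-CD28); memory T cells served as non-tolerant control.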
EPAC1 agonist: activates human EPAC1 exchange factor; hit rate 0.073% among 360,000; EPAC1 agonist qHTS, biochemical assay; response scale: 100% = response to 6.5 mM cAMP; Potency, µM (top dose mostly 154 µM), without a hit: top-dose activation, most hits filed as activators; O95398; AID 720707; also: potency is read from the fitted curve at half-maximal effect; nearly all actives have a fitted effect of over 60% in size
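Read-out is the fluorescence drop as BODIPY-GDP leaves Rap1B (480 nm excitation, 540 nm emission), recorded every 5 minutes over 30 minutes. Reactions held 100 nM EPAC1, 250 nM Rap1B–BODIPY-GDP and 50 uM GDP, with 6.5 mM cAMP setting full activation.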
PI5P4Ka inh: PI5P4K alpha (human) kinase inhibition | P48426 | PI5P4Kalpha enzyme, ADP-Glo luminescence, 60 min; hits give low values | max response, % | hit rate 1.2% among 330,000; active = max response of -50% or lower; inconclusive = between -30% and -50%; inactive = -30% or higher; also: value at the top dose of about 77 µM; % is scaled to controls: 0 for no effect and ±100 for the full control effect
Target sequence (P48426 whole entry, looked up): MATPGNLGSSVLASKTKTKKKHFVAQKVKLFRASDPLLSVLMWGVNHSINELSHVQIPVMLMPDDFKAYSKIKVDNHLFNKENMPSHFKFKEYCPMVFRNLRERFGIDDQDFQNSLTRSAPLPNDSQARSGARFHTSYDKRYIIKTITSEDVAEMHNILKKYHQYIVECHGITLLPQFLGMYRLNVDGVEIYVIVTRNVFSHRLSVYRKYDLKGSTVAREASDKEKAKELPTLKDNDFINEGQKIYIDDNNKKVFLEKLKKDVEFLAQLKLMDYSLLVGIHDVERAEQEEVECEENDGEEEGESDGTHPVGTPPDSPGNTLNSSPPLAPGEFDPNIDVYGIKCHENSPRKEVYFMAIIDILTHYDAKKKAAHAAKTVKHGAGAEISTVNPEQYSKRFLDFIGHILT
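Luminescence from ADP-Glo served as readout of PI5P4Kalpha activity in a qHTS format. Reaction: enzyme, substrate, compound, ATP at 5 microM final, 60 min at RT.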
WRN inhibitor: WRN helicase (human) inhibition | Q14191 | WRN helicase unwinding, fluorescent forked duplex, kinetic | Potency, µM (doses to about 114 µM), inactives show top-dose activity change, negative = inhibition, actives largely listed as inhibitors | hit rate 0.46% among 360,000; also: potency is read from the fitted curve at half-maximal effect; % is scaled to controls: 0 for no effect and ±100 for the full control effect; nearly all actives have a fitted effect of over 55% in size
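WRN at 20 nM final was preincubated with compound for 15 min at room temperature; reaction started with 100 nM forked duplex oligonucleotide carrying fluorophore and quencher plus 2 mM ATP (final). Unwinding followed kinetically by red fluorescence (ex 525/em 598 nm).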
EPAC1 antag: antagonists of human EPAC1. EPAC1 GEF assay, Rap1b-BODIPY-GDP exchange fluorescence. Potency, µM (series often up to 115 µM), inactives show at the top dose activity change, negative = inhibition, most hits filed as inhibitors. O95398. hit rate 0.14% among 360,000;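 also: potency is read from the fitted curve at half-maximal effect; plate controls were vehicle for no effect and positive control for full effect; nearly all actives have a fitted effect of over 50% in size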
FUS yeast rescue: suppressors of FUS proteinopathy in yeast; S. cerevisiae FUS-expressing, growth rescue, OD600, 24 h; Potency, µM (titrated, usually from 76.6 µM), for inactives: at the top dose growth rescue (activation), actives largely listed as activators; AID 1347120; hit rate 0.24% among 390,000;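 also: potency is read from the fitted curve at half-maximal effect; plate controls were DMSO vehicle for no effect and reference control for full effect; nearly all actives have a fitted effect of over 55% in size; some results filed as inactive show a strong effect at the top dose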
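Steps: raffinose overnight preculture; dilution to OD 0.005 in 2% galactose minimal medium; compound addition (concentration series); 24hr at 30C, 99% humidity; absorbance read at 600 nm.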
Abeta rescue: restores growth of yeast expressing A-beta42 peptide. yeast expressing A-beta42, growth rescue, OD600, 48 h; response scale: 0% DMSO, 100% iron-clioquinol control. Potency, µM (top dose mostly 46.1 µM), without a hit: top-dose growth rescue, usual class: activators. hit rate 0.063% among 410,000; also: potency is read from the fitted curve at half-maximal effect; nearly all actives have a fitted effect of over 55% in size
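Yeast growth medium received pinned compounds, then yeast cells expressing toxic A-beta were added; plates incubated at 30 C for 48 hr. Growth read as absorbance at 600 nm, normalized to DMSO and equimolar FeCl3 plus clioquinol controls.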
PLK1 PBD block: inhibitors of human PLK1 polo-box domain binding | Potency, µM, inactives show max response, negative = inhibition, actives largely listed as inhibitors | Plk1 PBD binding of FITC phosphopeptide, fluorescence polarization | hit rate 2.8% among 360,000 | AID 720504; also: potency is read from the fitted curve at half-maximal effect; series mostly up to about 57 µM; % is scaled to controls: 0 for no effect and ±100 for the full control effect; nearly all actives have a fitted effect of over 65% in size
The depositor's hits bear a star; ? = inconclusive; · = no result given; [ ] = remark or other dose. Unless noted, calls follow the shape of the dose curve; as a rule, active = well fitted curve in the direction sought with a large enough effect; inconclusive = small, poorly fitted or top-dose-only effect, or another doubt; inactive = no such curve, though single readings can be large; an effect the other way counts as inactive or inconclusive. This is a random part of the collection. Share with any hit: about 4.1%.

Preview:
SMILES	IL2 activator	EPAC1 agonist	PI5P4Ka inh	WRN inhibitor	EPAC1 antag	FUS yeast rescue	Abeta rescue	PLK1 PBD block
COc1ccc(C(=O)Nc2ccc(N3CCN(c4ccc(OC)cc4)CC3)c(C#N)c2)cc1	-2.1	3.6%	-2.9	-1.7%	5.6%	-10.0%	14.3%	0.2%
CCOC(=O)N1CCN(C(=O)CCc2ccc(S(=O)(=O)NCC(C)C)cc2)CC1	0.3	4.2%	-2.4	-3.9%	1.7%	9.6%	5.6%	-0.3%
CCN(CC)CCN(C(=O)c1ccc2c(c1)CCCC2)c1nc2cc(OC)c(OC)cc2s1	-2.1	-7.4%	8.9	-1.1%	-14.1%	37.8%	4.3%	-3.7%
O=C(NCC1CCCO1)c1cc(-c2ccccc2)on1 (stereo unspecified)	-3.5	4.2%	·	-2.7%	3.0%	-9.9%	-2.6%	-3.1%
CSc1ncccc1C(=O)Nc1ccc(OC(F)(F)F)cc1	-0.6	-13.7%	-58.3*	0.7%	-22.2%	9.2%	-13.8%	33.6µM*
Cc1ccc(-c2nn(-c3ccccc3)cc2C=C2C(=O)CC(C)(C)CC2=O)cc1	0.1	-1.9%	-25.7	-33.5%	2.5%	-9.7%	-14.9%	0.67µM*
CC1(C)C=Cc2c(ccc3c2OC[C@H](c2ccc(O)cc2O)C3)O1	-0.4	-15.2%	23.0	-17.1%	-18.0%	0.6%	-70.3%[inhibitor]	-5.2%
O=C(N/N=C/c1ccc[nH]1)c1sc2ccccc2c1Cl	-1.9	12.9%	·	-14.4%	-5.4%	4.2%	3.0%	-2.0%
CCc1ccc(C(=O)COC(=O)c2nn(C)c(=O)c3ccccc23)cc1	2.3	10.9%	-1.8	2.0%	-13.2%	?	-1.3%	-9.3%
O=C(CN1C(=O)C2CC=CCC2C1=O)Nc1nnc(SCc2c(Cl)cccc2Cl)s1 (stereo unspecified)	1.2	0.0%	-1.1	-0.4%	0.0%	32.0%	9.6%	-7.1%

Results (from the top)
SMILES	IL2 activator	EPAC1 agonist	PI5P4Ka inh	WRN inhibitor	EPAC1 antag	FUS yeast rescue	Abeta rescue	PLK1 PBD block
COc1ccc(C(=O)Nc2ccc(N3CCN(c4ccc(OC)cc4)CC3)c(C#N)c2)cc1	-2.1	3.6%	-2.9	-1.7%	5.6%	-10.0%	14.3%	0.2%
CCOC(=O)N1CCN(C(=O)CCc2ccc(S(=O)(=O)NCC(C)C)cc2)CC1	0.3	4.2%	-2.4	-3.9%	1.7%	9.6%	5.6%	-0.3%
CCN(CC)CCN(C(=O)c1ccc2c(c1)CCCC2)c1nc2cc(OC)c(OC)cc2s1	-2.1	-7.4%	8.9	-1.1%	-14.1%	37.8%	4.3%	-3.7%
O=C(NCC1CCCO1)c1cc(-c2ccccc2)on1 (stereo unspecified)	-3.5	4.2%	·	-2.7%	3.0%	-9.9%	-2.6%	-3.1%
CSc1ncccc1C(=O)Nc1ccc(OC(F)(F)F)cc1	-0.6	-13.7%	-58.3*	0.7%	-22.2%	9.2%	-13.8%	33.6µM*
Cc1ccc(-c2nn(-c3ccccc3)cc2C=C2C(=O)CC(C)(C)CC2=O)cc1	0.1	-1.9%	-25.7	-33.5%	2.5%	-9.7%	-14.9%	0.67µM*
CC1(C)C=Cc2c(ccc3c2OC[C@H](c2ccc(O)cc2O)C3)O1	-0.4	-15.2%	23.0	-17.1%	-18.0%	0.6%	-70.3%[inhibitor]	-5.2%
O=C(N/N=C/c1ccc[nH]1)c1sc2ccccc2c1Cl	-1.9	12.9%	·	-14.4%	-5.4%	4.2%	3.0%	-2.0%
CCc1ccc(C(=O)COC(=O)c2nn(C)c(=O)c3ccccc23)cc1	2.3	10.9%	-1.8	2.0%	-13.2%	?	-1.3%	-9.3%
O=C(CN1C(=O)C2CC=CCC2C1=O)Nc1nnc(SCc2c(Cl)cccc2Cl)s1 (stereo unspecified)	1.2	0.0%	-1.1	-0.4%	0.0%	32.0%	9.6%	-7.1%
Cc1ccc(C(=O)N(CN2CCCC2=O)c2ccc(F)cc2)cc1C	-3.3	-4.8%	0.2	20.9%	23.6%	20.3%	-14.3%	-3.7%
N#CC1=C(N)Oc2cc(O)ccc2C1c1ccccc1 (stereo unspecified)	-1.6	7.8%	·	-7.3%	8.1%	5.7%	-7.3%	-4.5%
COc1cccc(N2C(=O)C3CCCN3C2c2cccs2)c1 (stereo unspecified)	-2.3	-7.7%	-2.8	0.2%	-4.2%	30.4%	-5.2%	-11.1%
Cc1ccc(NC(=O)C(C)OC(=O)c2nc(Cl)ccc2Cl)cc1S(=O)(=O)N1CCOCC1 (stereo unspecified)	-0.5	8.1%	?	-3.6%[11.6 µM]	-13.3%	17.8%	4.7%	-0.4%
CC1(C)Cc2c(sc3c2c(=N)n(Cc2ccco2)c(=O)n3Cc2ccc(F)cc2)CO1	-0.7	14.6%	-14.8	-2.7%	-3.8%	-3.3%	13.6%	-2.3%
COc1ccc(CCNC(=O)c2ccccc2NC(=O)C2=C(C)OCCS2)c(OC)c1	-3.2	21.8%	4.3	-4.3%	-6.0%	18.0%	-1.5%	-9.5%
Cc1cccc(-n2c(O)c(C=Nc3cccc(O)c3)c3ccccc3c2=O)n1	-2.3	9.1%	-19.5	-10.1%	3.2%	2.5%	10.2%	15µM*
CCCOc1ccc(N2C(=O)CC(N(CCc3ccccc3)C(=O)c3ccccc3)C2=O)cc1 (stereo unspecified)	-0.7	2.6%	-6.5	-5.4%	-22.7%	-21.6%	20.3%	-11.1%
O=c1c([N+](=O)[O-])cccn1Cc1ccc(F)cc1Cl	-0.5	2.7%	-13.6	2.2%	1.9%	3.9%	-14.3%	-7.3%
CC(C)NC(=O)c1onc(CSc2ccccn2)c1C(=O)NC(C)C	-0.3	5.8%	-1.4	7.3%	6.9%	-15.0%	-18.4%	?
Cc1ccc(S(=O)(=O)N(C)Cc2ccc(C(=O)N/N=C/c3ccc(OC(F)F)cc3OC(F)F)cc2)cc1	0.6	-13.5%	4.3	0.3%	-13.5%	·	0.0%	0.0%
CCC/C(=C1/c2ccccc2C(=O)N1c1ccccc1)c1ccc2[nH]ccc2c1	0.0	7.2%	-4.3	-0.9%	-5.3%	42.4%	-48.5%[inhibitor]	1.4%
C1=C(c2ccccc2)CCN(c2ncnc3nc[nH]c23)C1	-2.9	-0.2%	-8.7	-11.9%	-11.4%	-3.6%	-25.4%	-16.5%
COc1cc(/C=C2\SC(=Nc3ccc(O)cc3)NC2=O)cc(OC)c1O	-3.6	13.8%	?	-34.5%	5.6%	38.6%	-13.5%	-3.0%
Nc1ccc(N=Nc2ccccc2)c2cccnc12	-1.7	14.8%	29.4	4.3%	12.7%	18.0%	-39.1%[inhibitor]	4.4%
CC1(C)CC(=O)C(C=NCCN2CCN(C(=O)c3ccc(Br)cc3)CC2)=C(O)C1	-1.1	8.2%	-2.4	-2.8%	0.0%	-8.4%	-8.1%	-6.8%
N#Cc1ccc(Cn2ccnc2C(=O)Nc2ccccc2)cc1	-3.0	-2.4%	-3.5	0.2%	-3.9%	-6.2%	3.0%	16.5%
COc1ccc(C(=O)CN(C(=O)c2ccc(Cl)cc2)N2C(=O)c3ccccc3C2=O)cc1	-1.8	12.6%	·	-9.3%	-10.1%	?	18.4%	-23.5%
Cc1ccc(-n2ncc3c2CCCC3NC(=O)CCn2ccnc2C)cc1C (stereo unspecified)	-2.7	-0.9%	-4.0	-9.9%	1.8%	·	6.3%	1.6%
